Source: PubChem
GLP1R inv ag: qHTS of GLP-1 Receptor Inverse Agonists (Inhibition Mode); Glucagon-like peptide 1 receptor (Homo sapiens), P43220; Potency, µM (doses to about 38.3 µM), for inactives: at the top dose activity change, negative = inhibition, most hits filed as inhibitors; 410,000 compounds, 1.6% hits; AID 624417, 2012; HEK293 GLP-1R CRE-luciferase, luminescence, 24 h; GLP-1R form is constitutively active; also: % is scaled to controls: 0 for no effect and ±100 for the full control effect; nearly all actives have a fitted effect of over 55% in size
Target sequence (P43220 whole entry, looked up): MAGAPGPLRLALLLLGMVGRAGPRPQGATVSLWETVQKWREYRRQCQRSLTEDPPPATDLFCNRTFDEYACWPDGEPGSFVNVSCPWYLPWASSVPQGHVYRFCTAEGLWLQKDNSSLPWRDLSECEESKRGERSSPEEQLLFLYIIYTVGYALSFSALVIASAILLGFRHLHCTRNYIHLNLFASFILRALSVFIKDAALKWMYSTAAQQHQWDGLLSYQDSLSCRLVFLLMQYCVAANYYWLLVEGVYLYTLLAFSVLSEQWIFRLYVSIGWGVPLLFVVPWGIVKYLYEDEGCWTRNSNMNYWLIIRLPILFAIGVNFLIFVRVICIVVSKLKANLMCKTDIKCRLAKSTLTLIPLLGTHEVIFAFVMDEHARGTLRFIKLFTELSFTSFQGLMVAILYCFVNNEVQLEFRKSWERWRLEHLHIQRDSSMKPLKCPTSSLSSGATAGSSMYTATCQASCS
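Luminescence readout: a drop in cAMP-driven luciferase signal flags inverse agonism at a constitutively active GLP-1R stably expressed in HEK293. Compound exposure lasted 24 hr at 37 deg C, 5% CO2.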
GLP1R cytotox: qHTS of GLP-1 Receptor Inverse Agonists: Cytotox Screen; Potency, µM (top dose mostly 38.3 µM), for inactives: at the highest dose activity change, negative = inhibition, most hits filed as inhibitors; 410,000 compounds, 0.13% hits; HEK293 cAMP-luciferase reporter cells, luminescence, 24 h;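 also: loss of luciferase light is scored as toxicity; % is scaled to controls: 0 for no effect and ±100 for the full control effect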
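A 23 nL compound transfer followed 12 hours of cell culture at 37 deg C; exposure then lasted 24 hr. Luciferase assay detection reagent was dispensed and plates read for luminescence after a 12 min room-temperature wait.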
SW480 rereplic: A quantitative high throughput screen for small molecules that induce DNA re-replication in SW480 colon adenocarcinoma cells; Potency, µM (series often up to 46.1 µM), without a hit: at the highest dose re-replication activation, actives largely listed as activators; 340,000 compounds, 1.8% hits; SW480 DNA re-replication, Hoechst DNA content imaging, 48 h; also: % of control where 0% means no effect; nearly all actives have a fitted effect of over 55% in size
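DNA re-replication was detected as more nuclei of elevated Hoechst intensity after 48 hr exposure to compound (23 nL pinned per well of 250 cells).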
GLP-1R agonist: qHTS of GLP-1 Receptor Agonists. Glucagon-like peptide 1 receptor (Homo sapiens), P43220. HEK293 GLP-1R CRE-luciferase, luminescence, 4-6 h; cells express a hypersensitive GLP-1R form. Potency, µM (top dose mostly 45.6 µM), for the others: at the top dose activation, actives largely listed as activators. 380,000 compounds, 0.007% hits. AID 624172, 2012; also: % of control where 0% means no effect
KB-V1 MDR tox: qHTS assay for MDR1-selective chemotherapeutics: Primary screen using the drug-selected MDR subline cells KB-V1; 400,000 compounds, 3.4% hits; Potency, µM (highest dose often 46.1 µM), for the others: at the top dose activity change, negative = cytotoxicity, usual class: cytotoxic; KB-V1 MDR cells viability, CellTiter-Glo, 72 h; AID 1347076, 2019; also: % is scaled to controls: 0 for no effect and ±100 for the full control effect; nearly all actives have a fitted effect of over 60% in size
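Readout: CellTiter-Glo luminescence, 10 min after addition. Cells: KB-V1 MDR subline, 72 h at 37 degrees C with compound. Analysis: corrected, normalized data fitted to concentration-effect curves.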
TDP-43 yeast inh: qHTS of TDP-43 Inhibitors. TDP-43 expressing yeast growth rescue, BacTiter-Glo, 24 h. Potency, µM (series often up to 46.1 µM), for the others: at the top dose growth rescue (activation), usual class: activators. 410,000 compounds, 1.8% hits. AID 652104, 2013; also: % of control where 0% means no effect; nearly all actives have a fitted effect of over 50% in size
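Yeast cells expressing TDP-43 under galactose induction are exposed to compounds for 24 hr at 30 deg C. BacTiter-Glo luminescence measures growth, so protective compounds score as activators.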
HT1080 IDH1KD tx: qHTS for induction of synthetic lethality in tumor cells producing 2HG: qHTS for the HT-1080-IDH1KD cell line; HT-1080 IDH1 knockdown viability, ATP luminescence, 48 h; Potency, µM (series often up to 46.1 µM), inactives show top-dose activity, negative = toxicity, usual class: cytotoxic; 360,000 compounds, 2% hits; AID 686971, 2013;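 also: 0% = DMSO wells and -100% = cell-free medium wells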
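IDH1KD HT-1080 cells, 750/well, RPMI + 5% FBS; compound pinned after 2 h settling; 48 h, 37 °C; CellTiter-Glo luminescence; % activity normalised to DMSO and no-cell wells; curves fitted, classed by r2 and efficacy.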
HT1080-NT tox: qHTS for induction of synthetic lethality in tumor cells producing 2HG: qHTS for the HT-1080-NT fibrosarcoma cell line. HT-1080-NT fibrosarcoma viability, CellTiter-Glo ATP luminescence, 48 h. 360,000 compounds, 1.6% hits. Potency, µM (series often up to 46.1 µM), for the others: top-dose activity, negative = less viability, most hits filed as cytotoxic. AID 686970, 2013;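 also: NT is the 2HG producing partner of a matched IDH1 knockdown line; 0% = DMSO-treated cells and -100% = media-only wells without cells; nearly all actives have a fitted effect of over 55% in size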
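Toxicity toward the 2HG-producing NT line was scored as %Activity, normalised to DMSO and no-cell wells, from CellTiter-Glo luminescence after 48 hours' treatment.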
KB-3-1 tox: qHTS assay for MDR1-selective chemotherapeutics: Primary screen using the parental adenocarcinoma cell KB-3-1. KB-3-1 viability, CellTiter-Glo ATP luminescence, 72 h. Potency, µM (series often up to 46.1 µM), for inactives: at the top dose activity change, negative = cytotoxic, hits mostly cytotoxic. 400,000 compounds, 1.4% hits. AID 1347075, 2019; also: % is scaled to controls: 0 for no effect and ±100 for the full control effect; nearly all actives have a fitted effect of over 60% in size
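Multi-concentration cytotoxicity screen in KB-3-1 cells grown in DMEM lacking phenol red with 10% FBS. After 72 h at 37 °C with compound, ATP-dependent luminescence was recorded.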
* hit, by the source's call; ? = inconclusive; . = not tested or not shown; & = joins results of further samples; [ ] = another dose, or the depositor's remark. Calls follow the shape of the dose curve; as a rule, active = well fitted curve in the direction sought with a large enough effect; inconclusive = small, poorly fitted or top-dose-only effect, or another doubt; inactive = no such curve, though single readings can be large; an effect the other way counts as inactive or inconclusive. Potency is read from the fitted curve at half-maximal effect. An unsorted share of the library; any-hit rate near 9.4%.

cpd	SMILES	HT1080 IDH1KD tx	KB-V1 MDR tox	SW480 rereplic	HT1080-NT tox	KB-3-1 tox	GLP1R cytotox	GLP1R inv ag	TDP-43 yeast inh	GLP-1R agonist
1	COc1ccc(CCNC(=O)COC(=O)CCC(=O)c2ccc(F)cc2)cc1OC	-1.2%	0.8%	-5.0%	-4.9%	-14.2%	-0.5%	17.6%	-10.4%	13.9%
2	Cc1cc2ncn(C3CC(=O)N(Cc4ccc(N5CCCC5=O)cc4)C3=O)c2cc1C (stereo not drawn)	0.3%	-1.2%	-10.1%	-4.3%	19.3%	3.1%	7.4%	12.4%	-1.1%
3	O=[N+]([O-])c1ccc2[nH]cc(S(=O)(=O)N3CCN(c4cccc(Cl)c4)CC3)c2c1	23.1µM*	?	?	20.6µM*	?	-27.1%	?	-4.1%	-1.7%
4	O=Cc1c(NCCc2ccc(F)cc2)c2ccccc2[nH]c1=O	-2.3%	-16.7%	-4.1%	14.7%	4.1%	10.1%	-11.5%	?	-0.8%
5	c1ccc(SCCN2CCc3ccccc3C2)cc1	3.3%	-1.6%	?	-2.1%	-13.5%	15.2%	?	6.5%	-6.1%
6	Cn1c(Nc2ccc(F)cc2)nc2cc(-c3ccsc3)sc2c1=O	-11.4%	3.2%	.	-7.6%	0.0%	5.5%	13.3%	19.3%	-0.3%
7	CCN(CC)c1nc2c(s1)C(=O)CC(C)(C)C2	1.5%	-5.5%	1.5%	0.8%	-3.9%	0.9%	11.4%	-5.3%	2.9%
8	CCOc1ccccc1-c1cncc(NC)n1	11.6%	3.1%	.	19.3%	0.0%	-12.9%	-2.5%	24.9%	2.8%
9	Cc1ccc(-n2ncc(C(=O)NCCN3CCCC3)c2C2CCN(C(=O)OC(C)(C)C)CC2)cc1C	.	23.9%	.	.	-13.1%	-5.8%	-21.7%	3.8%	.
10	CCN(CC)c1ncnc2c1ncn2[C@H]1CN(Cc2ccccc2)C[C@@H](CO)O1	21.3%	-4.5%	.	-13.1%	-1.8%	1.7%	48.5%[activator]	15.0%	21.2%
11	CC(C)=CCN1CCN(Cc2cnc(N3CCCC3)s2)CC1CCO (stereo not drawn)	8.1%	-18.3%	-13.1%	3.6%	1.8%	?	-32.7%	25.0%	3.2%
12	C/C(=N\NC(=O)c1ccc2ccccc2c1)c1cccnc1	-1.6%	-4.1%	-2.9%	10.0%	7.9%	-22.9%	-22.7%	8.2%	-2.5%
13	CCOC(=O)N/N=C/c1cc(C)n(-c2ccccc2)c1C	-0.3%	2.2%	-88.7%[inhibitor]	-0.9%	1.9%	-0.9%	7.0%	-8.5%	14.7%
14	CC1CN(Cc2nc3c(c(=O)n(C)c(=O)n3C)n2Cc2ccccc2)CC(C)O1 (stereo not drawn)	2.4%	-14.4%	-23.0%	-0.6%	0.0%	0.0%	46.2%[activator]	-2.8%	-3.8%
15	COc1ccc(NC(=O)CSc2nnc(CNC(=O)c3ccco3)o2)cc1	-5.0%	10.9%	-0.4%	-0.4%	?	-8.1%	13.0%	-0.3%	-8.8%

4 entries out of the list above, arranged by the value under GLP-1R agonist, smallest number first.
no.	compound	SW480 rereplic	GLP1R inv ag	TDP-43 yeast inh	GLP-1R agonist
15	COc1ccc(NC(=O)CSc2nnc(CNC(=O)c3ccco3)o2)cc1	-0.4%	13.0%	-0.3%	-8.8%
2	Cc1cc2ncn(C3CC(=O)N(Cc4ccc(N5CCCC5=O)cc4)C3=O)c2cc1C (stereo not drawn)	-10.1%	7.4%	12.4%	-1.1%
7	CCN(CC)c1nc2c(s1)C(=O)CC(C)(C)C2	1.5%	11.4%	-5.3%	2.9%
1	COc1ccc(CCNC(=O)COC(=O)CCC(=O)c2ccc(F)cc2)cc1OC	-5.0%	17.6%	-10.4%	13.9%

Some values from the entries so far.
Value of Cn1c(Nc2ccc(F)cc2)nc2cc(-c3ccsc3)sc2c1=O under KB-3-1 tox: 0.0%
Value of COc1ccc(NC(=O)CSc2nnc(CNC(=O)c3ccco3)o2)cc1 under HT1080-NT tox: -0.4%

(continued)
cpd	SMILES	HT1080 IDH1KD tx	KB-V1 MDR tox	SW480 rereplic	HT1080-NT tox	KB-3-1 tox	GLP1R cytotox	GLP1R inv ag	TDP-43 yeast inh	GLP-1R agonist
16	CCOc1ccc(C2c3c(oc4cc(C)c(C)cc4c3=O)C(=O)N2CCCN2CCOCC2)cc1 (stereo not drawn)	-6.2%	-7.3%	15.4%	-7.2%	1.6%	-6.3%	2.4%	-4.3%	-1.0%
17	COc1ccc(NC(=O)/C(=C\c2ccccc2)NC(=O)c2ccco2)cc1	5.1%	-23.0%	-3.6%	2.7%	-2.3%	5.7%	30.2%[activator]	14.6%	7.0%
18	O=C(N/N=C/c1ccccc1)C(=O)N/N=C/c1ccccc1	11.4%	5.2%	-4.9%	14.1%	2.2%	-11.2%	7.8%	-3.2%	4.2%
19	O=[N+]([O-])c1ccc(/C=N/N2CCN(c3ccncc3S(=O)(=O)N3CCCCC3)CC2)cc1	13.3%	3.8%	-8.8%	1.8%	2.1%	11.6%	-1.5%	14.5%	-26.5%
20	O=S(=O)(NCc1cn2ccccc2n1)c1cc(F)ccc1F	-2.9%	12.9%	-0.1%	6.7%	0.3%	19.3%	1.8%	3.5%	1.4%
21	COc1ccc(NC(=O)Nc2cccc(-c3cn4cccnc4n3)c2)cc1	.	-2.8%	.	.	6.3%	-5.7%	9.9%	6.0%	-7.1%
22	CN(C)c1ccc(/C=C2/NC(=O)NC2=O)cc1	1.5%	?	-7.3%	-1.7%	-23.2%	-12.1%	24.2%	8.0%	13.4%
23	O=C(Nc1c(C(=O)N2CCC(N3CCCCC3)CC2)oc2ccccc12)c1c(F)cccc1F	-1.7%	9.5%&0.0%	-4.3%	-12.6%	-7.4%&-5.1%	-21.7%&15.6%	10.7%&7.6%	-17.2%&2.2%	2.7%&10.9%
24	COc1ccc(CCC(=O)Nc2cc([N+](=O)[O-])ccc2OC)cc1	-5.3%	20.6µM*	-15.3%	13.4%	11.1%	-1.4%	11.1%	11.8%	22.1%
25	O=C(O[C@@H](C(=O)O)[C@@H](OC(=O)c1ccccc1)C(=O)O)c1ccccc1	-0.7%	2.8%	?	7.4%	0.0%	-3.5%	6.3%	22.1%	1.8%
26	Cc1ccc(O)c(N/C=C/C(=O)c2ccc(F)cc2)c1	?	0.0%	7.3%	?	9.5%	-1.7%	?	?	19.1%
27	Cc1cccc(CC(=O)N2CCC(n3nccc3NC(=O)C3CC3)CC2)c1	15.6%	0.0%	-1.2%	13.4%	3.8%	1.3%	1.2%	16.3%	0.0%
28	C=CCN(CC=C)C(=S)NC(=O)/C=C/c1ccc(C)cc1	-1.1%	-26.4%	.	12.5%	13.5%	-1.6%	0.5%	2.7%	13.6%
29	CCC1(c2ccc(Cl)cc2)NC(=O)N(CC(=O)NC2(C#N)CCCCC2)C1=O (stereo not drawn)	-1.2%	-1.6%	?	3.2%	-9.5%	-0.4%	-16.6%	-0.3%	-6.1%
30	CCc1ccc(N2C(=O)CSC23C(=O)N(Cc2cccc(OC)c2)c2ccccc23)cc1 (stereo not drawn)	.	10.3µM*	.	.	?	-4.1%	-6.5%	-4.9%	-0.5%
31	CCOc1ccc(CCNC(=O)COC(=O)c2cccs2)cc1OCC	-1.8%	1.6%	3.2%	-2.2%	25.0%	4.9%	18.3%	1.7%	20.0%
32	Cc1cccc(-n2cnc(C(=O)O)c2)n1	-11.7%	-8.0%	-20.7%	-15.2%	-0.2%	0.8%	2.2%	-8.6%	5.6%
33	CCCN1C(=O)C(NC(=O)c2ccncc2)(C(F)(F)F)C2=C1CC(C)(C)CC2=O (stereo not drawn)	7.1%	1.6%	0.5%	0.9%	-6.6%	-5.3%	11.6%	-17.9%	-2.1%
34	Cc1nn(C(=O)c2nn(C)cc2[N+](=O)[O-])c(C)c1Cl	1.0%	?	-2.3%	5.6%	7.5%	-16.3%	11.2%	-11.1%	3.8%
35	CCOC(=O)c1cc(C#N)c(N2CCN(c3ccccn3)CC2)nc1-c1ccccc1	-10.2%	-26.1%	?	-29.5%	-9.1%	-0.9%	?	-1.1%	?
36	O=c1cc2nc(-c3ccccc3)nc(SCc3cccc(Br)c3)n2[nH]1	.	17.1%	.	.	5.7%	6.6%	9.5%	?	.
37	Cc1ccc(S(=O)(=O)Nc2cccc(C(=O)NCc3ccc(S(N)(=O)=O)cc3)c2)cc1	0.0%	6.8%	-13.5%	3.4%	1.0%	2.3%	9.9%	22.7%	2.7%
38	CCOc1cc(/C=C2/C(=N)N3OC(C)=CC3=NC2=O)ccc1OC(=O)c1ccco1	8.2%	-5.5%	-3.2%	4.2%	3.6%	1.5%	-8.9%	7.8%	-5.5%
39	Cc1nn(C(C)C(=O)N2CCc3ccccc32)c(C)c1[N+](=O)[O-] (stereo not drawn)	-1.3%	1.6%	-7.6%	1.6%	2.6%	3.6%	0.0%	-14.3%	-5.4%
40	Cc1ccc2c(c1)c1c3n2CCN(CCC(=O)O)C3CCC1 (stereo not drawn)	-11.4%	11.4%	0.8%	-10.7%	-1.2%	0.8%	12.5%	-31.7%[inhibitor]	-1.2%
